Screens: PubChem, National Center for Advancing Translational Sciences (NCATS)
ELG1 genotoxic: inducers of genotoxicity in HEK293T ELG1-luciferase cells; HEK293T ELG1-luciferase reporter, luminescence, 16 h; Potency, µM (doses to about 46 µM), for the others: at the highest dose activity change, positive = activation, actives largely listed as activators; 330,000 compounds, 1.3% hits; also: % of control where 0% means no effect; nearly all actives have a fitted effect of over 60% in size
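Luminescence read-out: rising ELG1-luciferase signal, reflecting elevated ELG1 protein under genetic stress, flags genotoxic compounds. Cells were treated for 16 hr at 37 °C before ONE-Glo detection.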
FLuc counter: counter-screen for miR-21 project: firefly luciferase inhibitors or activators | Potency, µM (top dose mostly 57.5 µM), for inactives: at the highest dose activity change, negative = inhibition, hits mostly inhibitors | P08659 | AID 588342 | 360,000 compounds, 6.9% hits | purified FLuc, Km substrates, luminescence inhibition;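 also: plate controls were vehicle for no effect and reference inhibitor for full effect; nearly all actives have a fitted effect of over 55% in size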
Target sequence (P08659 whole entry, looked up): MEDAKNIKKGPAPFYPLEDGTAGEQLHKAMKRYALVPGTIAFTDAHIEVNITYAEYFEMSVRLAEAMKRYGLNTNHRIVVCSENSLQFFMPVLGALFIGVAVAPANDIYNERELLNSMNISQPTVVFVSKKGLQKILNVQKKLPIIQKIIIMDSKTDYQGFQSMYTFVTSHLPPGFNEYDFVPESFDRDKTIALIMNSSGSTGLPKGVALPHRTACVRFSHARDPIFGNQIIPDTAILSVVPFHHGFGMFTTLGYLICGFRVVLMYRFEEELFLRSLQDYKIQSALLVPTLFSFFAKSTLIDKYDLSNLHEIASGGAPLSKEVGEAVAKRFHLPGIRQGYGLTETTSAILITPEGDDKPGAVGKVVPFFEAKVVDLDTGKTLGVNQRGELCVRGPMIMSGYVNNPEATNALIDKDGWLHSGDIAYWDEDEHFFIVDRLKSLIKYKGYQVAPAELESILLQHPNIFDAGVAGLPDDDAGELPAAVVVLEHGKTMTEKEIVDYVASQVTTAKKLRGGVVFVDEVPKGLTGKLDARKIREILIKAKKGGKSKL
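Biochemical qHTS of compounds, final roughly 60 µM downward over six points, against 10 nM purified firefly luciferase using Km concentrations of substrates (10 uM D-luciferin, 10 uM ATP) in Tris acetate pH 7.5 buffer; luminescence output.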
MBNL1 CUG block: blocks human MBNL1 binding to CUG repeat RNA; 280,000 compounds, 0.036% hits; AID 2675; Q9NR56; TR-FRET MBNL1-His/biotin-(CUG)12 binding, 665/545 ratio; Potency, µM (series often up to 57.5 µM), for inactives: at the top dose activity change, negative = inhibition, usual class: inhibitors; active = well fitted inhibition curve with a large enough effect in the signal ratio, with a control signal flat, not every such curve was filed as active; inconclusive = small, poorly fitted or top-dose-only effect, or effect the other way, or a change in a side signal; inactive = no such curve, though single readings can be large or run the other way; the % refers to the signal ratio; also: % is scaled to controls: 0 for no effect and ±100 for the full control effect
Target sequence (Q9NR56 whole entry, looked up): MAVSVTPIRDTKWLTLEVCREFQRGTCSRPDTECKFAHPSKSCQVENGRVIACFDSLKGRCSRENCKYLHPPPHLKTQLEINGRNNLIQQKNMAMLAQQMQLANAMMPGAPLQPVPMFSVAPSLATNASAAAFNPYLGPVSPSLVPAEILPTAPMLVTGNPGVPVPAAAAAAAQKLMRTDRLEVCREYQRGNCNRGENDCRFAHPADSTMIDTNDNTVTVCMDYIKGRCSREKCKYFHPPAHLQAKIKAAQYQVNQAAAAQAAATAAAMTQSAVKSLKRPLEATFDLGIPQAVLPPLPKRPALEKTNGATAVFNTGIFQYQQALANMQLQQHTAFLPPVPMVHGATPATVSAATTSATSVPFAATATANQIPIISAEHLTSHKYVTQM
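Ratiometric TR-FRET (665 over 545 nm, excitation 340 nm) tracks disruption of MBNL1-His/biotin-(CUG)12 complex after 60 min at room temperature, with compounds at 92 nM to 58 uM final.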
VP16 counter: Gal4-VP16 reporter inhibition counter-screen. 310,000 compounds, 3.5% hits. Potency, µM (series often up to 53.6 µM), for inactives: at the top dose activity, negative = inhibition, most hits filed as inhibitors. AID 2546. Drosophila S2 Gal4-VP16 UAS-luciferase, luminescence, 20 h;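 also: Gal4-VP16 expression switched on by copper sulfate through the metallothionein promoter; % is scaled to controls: 0 for no effect and ±100 for the full control effect; nearly all actives have a fitted effect of over 50% in size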
RORgamma inh: blocks mouse ROR gamma transcriptional activity; P51450; Drosophila S2 Gal4-RORgamma UAS-luciferase reporter, 20 h; Potency, µM (series often up to 53.6 µM), without a hit: at the highest dose activity change, negative = inhibition, actives largely listed as inhibitors; 310,000 compounds, 5.4% hits; also: % is scaled to controls: 0 for no effect and ±100 for the full control effect; nearly all actives have a fitted effect of over 60% in size
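Using a luciferase readout, inhibitors were identified by reduced reporter activity in Drosophila cells coexpressing a copper-inducible Gal4–ROR gamma fusion and UAS-driven Photinus luciferase, incubated 20 hr after 700 uM copper sulfate.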
Rab9 prom act: Rab9 promoter activation; Huh7 Rab9 promoter-luciferase reporter, luminescence, 24 h; Potency, µM (titrated, usually from 9.22 µM), without a hit: at the top dose activation, negative = inhibition, usual class: activators; 320,000 compounds, 2.8% hits; AID 485297; also: % of control where 0% means no effect; nearly all actives have a fitted effect of over 60% in size
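Steps: seed 1500 Huh7 Rab9-luc cells per well, rest 2 h at 37 °C; add compound in DMSO; incubate 24 h; add luciferase reagent, 10 min ambient; read luminescence.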
NPC1 promoter act: activates the NPC1 promoter; Huh7 NPC1 promoter luciferase reporter, 24 h; Potency, µM (doses to about 9.22 µM), for the others: top-dose activation, actives largely listed as activators; 320,000 compounds, 2.4% hits; AID 485313;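 also: % of control where 0% means no effect; nearly all actives have a fitted effect of over 60% in size; reporter is driven by a mutant NPC1 promoter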
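Huh7 reporter cells (NPC1 promoter driving luciferase) are dosed with compound for 24 h at 37 °C, 5% CO2; luciferase detection reagent is then added and luminescence measured after 10 min at ambient temperature.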
uPA surface inh: cell surface uPA generation inhibition. 330,000 compounds, 0.31% hits. AID 540303. cell surface uPA generation assay, qHTS. Potency, µM (highest dose often 38.3 µM), inactives show top-dose activity change, negative = inhibition, hits mostly inhibitors; active = well fitted inhibition curve with a large enough effect; inconclusive = small, poorly fitted or top-dose-only effect; inactive = no such curve, though single readings can be large or run the other way; tested in mouse RAW 264.7 cells; also: % is scaled to controls: 0 for no effect and ±100 for the full control effect; nearly all actives have a fitted effect of over 55% in size
p53 reactivator: re-activators of mutant p53 | H1299 p53-A138V BP100-luciferase reporter, luminescence, 24 h | Potency, µM (doses to about 92.2 µM), for the others: top-dose activity change, positive = activation, actives largely listed as activators | 320,000 compounds, 0.063% hits; also: % of control where 0% means no effect; nearly all actives have a fitted effect of over 45% in size
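p53-null H1299 cells stably carrying temperature-sensitive p53-A138V and a BP100-luciferase reporter were pinned with compounds (4-point, 1:5 series) and held 24 hrs at 37 deg C. Luminescence was read 10 min after detection reagent.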
BRCA1 expr up: increases BRCA1 expression | AID 624202 | MCF7-BRCA1-FFLuc reporter, luminescence, 48 h; response scale: scaled: vehicle 0%, 10 µM genistein 100% | 380,000 compounds, 1.1% hits | Potency, µM (highest dose often 46.1 µM), for inactives: at the top dose activation, most hits filed as activators; also: nearly all actives have a fitted effect of over 80% in size; some results filed as inactive show a strong effect at the top dose
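MCF7-BRCA1-FFLuc cells, 2000/well in phenol-red-free MEM, attached 2 h then treated 48 h at 37 C. Luciferase luminescence read 15 min after reagent; normalized to genistein maximum activation (10microM) and DMSO, concentration-response fitted.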
* marks the source's active call; other numbers are inactive results; u = inconclusive; x = not tested or not shown; & = joins results of further samples; [ ] = another dose, or the depositor's remark. Unless noted, calls follow the shape of the dose curve; as a rule, active = well fitted curve in the direction sought with a large enough effect; inconclusive = small, poorly fitted or top-dose-only effect, or another doubt; inactive = no such curve, though single readings can be large; an effect the other way counts as inactive or inconclusive. Potency is read from the fitted curve at half-maximal effect.

Structure	ELG1 genotoxic	FLuc counter	MBNL1 CUG block	VP16 counter	RORgamma inh	Rab9 prom act	NPC1 promoter act	uPA surface inh	p53 reactivator	BRCA1 expr up
COc1ccc(Br)c(C(=O)Nc2nc3ccccc3[nH]2)c1	24%	-12%	-6%	5%	-44%	u	u	0%	21%	10%
CC(C)C[C@H](NC(=O)c1[nH]cnc1C(=O)N[C@@H](C)C(=O)OC(C)(C)C)C(=O)OC(C)(C)C	-6%	0%	-6%	u	6.3µM*	-3%	-2%	u	-2%	-38%
CC1CC(C)CN(S(=O)(=O)c2ccc(NC(=O)CCN3C(=O)C4CC=CCC4C3=O)cc2)C1 (stereo not given)	-3%	x	x	x	x	-9%	-4%	-9%	10%	-12%
CN1CCN(NC(=O)Nc2ccc(Br)cc2)CC1	8%	-19%	-3%	-7%	17%	-1%	2%	-3%	8%	31%
CCN(CC)c1ccc(NC(=O)OC)cc1	4%	-15%	3%	8%	36%	-3%	13%	-5%	5%	-2%
CCN(CC)S(=O)(=O)c1cccc(NC(=O)COC(=O)C2COc3ccccc3O2)c1 (stereo not given)	5%	6%	-7%	-13%	24%	-4%	-4%	2%	-6%	-21%
NS(=O)(=O)c1ccc(CCNC(=O)c2ccc(NS(=O)(=O)c3ccc4[nH]c(=O)[nH]c4c3)cc2)cc1	0%	2%	x	x	x	-6%	-4%	2%	2%	4%
Cc1cccc(NCc2nc3ccccc3n2C)c1	12µM*	24µM*	-5%	-4%	-19%	3.2µM*	u	2%	25%	u
COc1ccc(NC(=O)/C=C/c2ccc(OC)c(OC)c2)cn1	-8%	u	u	-7%	18%	-6%	-3%	-1%	-5%	0%
O=S(=O)(Nc1ccc(S(=O)(=O)Nc2nccs2)cc1)c1ccc(Br)cc1	2%	0%	-6%	-4%	0%	6%	-1%	-2%	-6%	2%
CCN(CC(=O)NCc1ccc(Cl)cc1)C(=O)c1ccc(S(=O)(=O)N(C)C)cc1	0%	4%	-2%	-3%	16%	0%	-4%	1%	17%	-4%
O=C(Nc1ccccc1)c1cc(N2CCOCC2)nc2ccccc12	-6%	-14%	-5%	3%	26%	-3%	-1%	-2%	-6%	-43%
CCOc1ccc(C(C(=O)NCC2CCCO2)N(C(=O)c2snc(C(N)=O)c2N)c2cccc(F)c2)cc1 (stereo not given)	-19%	0%	1%	9%	23%	-5%	-9%	-4%	-2%	-37%
CC(C)CCN1CCN(Cc2ccc(N3CCNC3=O)cc2)CC1CCO (stereo not given)	7%	-4%	-8%	-9%	0%	-3%	0%	0%	2%	16%
Cc1cc(S(=O)(=O)Nc2c(C)ccc3nsnc23)ccc1F	-11%	-1%	u	17%	-9%	-1%	-2%	x	-8%	-1%
O=C1c2cccnc2C(O)N1Cc1ccccc1 (stereo not given)	0%	-2%	-2%	-5%	-33%	0%	-5%	x	-3%	4%
COc1ccc(N2CCN(C(=S)Nc3cccc(C)c3)CC2)cc1	-3%	6%	7%	-2%	u	-4%	2%	3%	-5%	-2%
CCOC(=O)Cn1c(=O)oc2cc(S(=O)(=O)N3CCC(N4CCCCC4)CC3)ccc21	2%	4%	-10%	16%	-13%	-3%	-2%	-4%	-1%	-1%
O=C(COC(=O)/C=C/C(=O)OCC(=O)Nc1ccccc1F)Nc1ccccc1F	2%	2%	x	4%	13%	1%	-1%	u	7%	-35%
C[C@@H](C(=O)NCc1c(F)cccc1Cl)N1C(=O)N2CCc3c([nH]c4ccccc34)[C@@]2(C)C1=O	-2%	6%	-3%	3%	14%	-10%	1%	11%	11%	-29%
O=C(c1ccco1)N1N=C(c2ccccc2)CC1c1ccc2nccnc2c1 (stereo not given)	3%	17µM*	13%	4%	26%	-1%	-3%	-4%	-2%	-39%
Cc1nn(C)cc1/C=N/NC(=O)c1ccc2c(c1)OCO2	13%	17µM*	-20%	1%	-12%	-41%[inhibitor]	0%	-2%	11%	-1%
Nc1nonc1-n1nnc(C(=O)N/N=C/c2ccc(Br)cc2)c1CN1CCOCC1	-3%	0%	7%	14%	38%	-1%	-5%	7%	1%	-6%
O=C(CN1C(=O)c2ccccc2C1=O)OCC(=O)N1CCCCC1	1%	x	x	x	x	x	x	4%	15%	23%
Cc1cc(C)c2c(n1)sc1c(N3CCCCC3)ncnc12	4%	u	72%[activator]	-15%	-26%	1%	-3%	-7%	4%	30%
CCOc1ccc2nc(NS(=O)(=O)c3ccc(NC(C)=O)cc3)sc2c1	u	3%	-2%	3%	u	11%	2%	1%	14%	1%
CCn1cnc2c(Nc3cccc(Cl)c3)nc(C#N)nc21	14%	u	x	x	x	-5%	u	0%	u	u
Nn1c(SCC(=O)NCC2CCCO2)nnc1-c1ccc(OC(F)F)cc1 (stereo not given)	1%	1%	x	x	x	1%	4%	7%	2%	-3%
O=C(NC1CCCCC1)c1cc(S(=O)(=O)N2CCCC2)ccc1Cl	-8%	1%	0%	-4%	-5%	-7%	-6%	-3%	-7%	9%
Cc1ccc(CSCC(=O)Nc2cc(S(=O)(=O)N3CCOCC3)ccc2OC(C)C)cc1	-7%	-1%	x	x	x	-6%	-2%	-6%	-6%	-36%
COc1ccccc1-c1ccc(SCC(=O)NC2CCCCC2)nn1	-5%	-10%	1%	-3%	-23%	1%	0%	6%	7%	-15%
CCOC(=O)C1CCCN(C(=O)c2c(-c3ccccc3Cl)noc2C)C1 (stereo not given)	3%	5%	-1%	x	-18%[0.365 µM]	-1%	0%	-3%	0%	15%
Cn1c(SCc2ccc3c(c2)OCO3)nnc1-c1ccccc1	7%	-3%	-5%	-1%	11%	-12%	2%	-3%	15%	36%
CCOC(=O)c1ccc(NC(=O)C2CCN(S(=O)(=O)CC)CC2)cc1	-1%	2%	0%	0%	2%	-2%	-2%	-1%	0%	9%
COC(=O)c1cn(NC(=O)c2cccc(F)c2)c(=O)c2ccccc12	0%	4%	-3%	19%	-25%	3%	1%	1%	-4%	-14%
O=C(NCC(=O)N(c1ccccc1)C(C(=O)NC1CCCC1)c1cccnc1)c1ccco1 (stereo not given)	1%	1%	-20%	-1%	-30%	2%	-7%	4%	7%	-14%
C#CCOCCOCCOCCNc1nc(N2CCN(C(=O)C([C@@H](C)O)n3cc([C@@H](N)CCCCN)nn3)CC2)nc(N2CCN(C(=O)[C@H](CCCN=C(N)N)n3cc(C(N)[C@@H](C)CC)nn3)CC2)n1 (stereo not given in full)	4%	x	x	x	x	x	x	7%	-2%	-4%
O=C(Cc1ccccc1)NCC(=O)OCc1ccccc1F	2%	-15%	-2%	-2%	-21%	13%	-3%	-5%	-4%	2%
COc1cc2ccccc2cc1C(=O)OCc1nc2ccsc2c(=O)[nH]1	6%	2%	x	x	x	1%	1%	2%	-1%	-9%
Cc1ccc(NC(=S)N2CCN(S(C)(=O)=O)CC2)cc1C	6%	0%	0%	3%	-9%	3%	-5%	6%	3%	-16%
O=C(N=C1SC2CS(=O)(=O)CC2N1c1cccc(Cl)c1Cl)C1CC1 (stereo not given)	0%	1%	-4%	-14%	-4%	-5%	-19%	20%	-1%	2%
O=C(COC(=O)Cc1ccc(Br)cc1)Nc1c(F)c(F)c(F)c(F)c1F	2%	1%	-13%	-3%	-12%	1%	-2%	4%	-1%	-2%
CCCCNS(=O)(=O)c1ccc2nc(-c3cccnc3)cc(C(=O)NCCCOCC)c2c1	-9%	0%&1%	-1%	-3%	39%	4%	2%	x	7%	x
Cc1csc(-c2coc3cc(O)cc(C)c3c2=O)n1	21µM*	9.5µM*	10%	u	u	u	u	-14%	u	9%
Cc1ccccc1C(=O)NNC(=S)NC(=O)c1cccs1	5%	3%	-3%	13µM*	7.9µM*	-2%	-4%	13%	u	-42%
CCN1CCc2c(sc(NC(=O)c3ccc(S(=O)(=O)N4CCOCC4)cc3)c2C(N)=O)C1	3%	-2%	u	-1%	5%	-2%	2%	5%	-3%	-3%
CCOc1ccc(CCNC(=O)c2ccccc2OCc2c(C)noc2C)cc1OCC	-11%	2%	x	x	x	-4%	-1%	20%	-11%	-10%
CCN(CC)CCCN(Cc1cc2cc3c(cc2[nH]c1=O)OCO3)C(=O)Nc1ccccc1OC	2%	1%	-1%	3%	-16%	2%	-4%	4%	3%	-10%
Cc1nn(CCCC(=O)NCCc2ccc(Cl)cc2)c(=O)c2nn(-c3ccccc3)c(C)c12	-6%	-1%&-12%	-2%	u	-5%	-2%	3%	4%	-1%	0%
COc1cccc(-c2noc(C3CCCN(C(=O)c4ccc(F)cc4F)C3)n2)c1 (stereo not given)	-2%	-5%	-7%	u	28%	0%	1%	6%	-5%	-19%
C=CCn1c(C)cc(C(=O)CSc2n[nH]c(N)n2)c1C	15µM*	19µM*	3%	-7%	28%	19%	24%	-1%	16%	80%
